# RNase H inhibition: RNase H inhibition, HIV 1 Gag Pol polyprotein, FRET biochemical assay, screening (AID 372). HIV-1 RT RNase H, FRET RNA/DNA substrate fluorescence; higher % means a stronger effect. inhibition, % at 10 µM, or IC50 in µM where a hit was titrated. 100,000 tested, 0.77% active; in the data active = inhibition above about 50%
# * = called active by the depositor; & = joins results of further samples. An excerpt; rates above refer to the full screens.
SMILES,RNase H inhibition
Cc1cccc(C(=O)N2N=C(c3ccc(F)cc3)CC2(O)C(F)(F)F)c1 (stereo unspecified),0.0%
Cc1n[nH]c(=S)n(/N=C/c2ccccc2)c1=O,7.0%
CC(C)c1ccc(N(CC(N)=O)S(=O)(=O)c2ccccc2)cc1,5.0%
NC1=NC(=O)/C(=C/c2ccc(OC(=O)c3ccc(Cl)c(Cl)c3)cc2)S1,18.0%
COc1ccc(-c2cc(C(F)(F)F)n3ncc(C(=O)N4CCOCC4)c3n2)cc1OC,4.0%
Cc1cc(C)c2nc3s/c(=C/C=C/c4ccccc4)c(=O)n3c2c1,13.0%
COc1cc(S(=O)(=O)Oc2ccc(OCc3ccccc3)cc2)ccc1Cl,5.0%
COc1cccc(-c2nc3ccc4ccccc4c3c3c2CCC3)c1OC,15.0%
O=[N+]([O-])c1ccc(S(=O)(=O)N2CCN(c3ccccc3)CC2)cc1,6.0%
Clc1cc(N=Cc2c[nH]c3ccccc23)ccc1Br,4.0%
O=C(Nc1ccc(-c2ccc(NC(=O)c3ccccc3Cl)c(Cl)c2)cc1Cl)c1ccccc1Cl,51.0%*
Cc1ccc(C(=O)NC(=S)Nc2ccc([N+](=O)[O-])cc2)cc1,7.0%

# Next part; the last six above are carried over.
SMILES,RNase H inhibition
COc1cc(S(=O)(=O)Oc2ccc(OCc3ccccc3)cc2)ccc1Cl,5.0%
COc1cccc(-c2nc3ccc4ccccc4c3c3c2CCC3)c1OC,15.0%
O=[N+]([O-])c1ccc(S(=O)(=O)N2CCN(c3ccccc3)CC2)cc1,6.0%
Clc1cc(N=Cc2c[nH]c3ccccc23)ccc1Br,4.0%
O=C(Nc1ccc(-c2ccc(NC(=O)c3ccccc3Cl)c(Cl)c2)cc1Cl)c1ccccc1Cl,51.0%*
Cc1ccc(C(=O)NC(=S)Nc2ccc([N+](=O)[O-])cc2)cc1,7.0%
CCC(C)c1ccc(NC(=S)NC(=O)c2cc(OC)c(OC)c(OC)c2)cc1 (stereo unspecified),19.0%
Cc1cc(Cl)ccc1OCC(=O)Nc1ccc(Br)c(NC(=O)c2ccccc2)c1,10.0%
COc1ccc(Cl)cc1N=CC1=C(O)CC(C)(C)CC1=O,9.0%
CS(=O)(=O)N(CC(=O)NCc1ccco1)c1cccc2ccccc12,0.0%
Cc1ccc(-c2nc(N/N=C/c3c(O)ccc4ccccc34)c3ccccc3n2)cc1,7.0%
Cc1cccc(OCCCn2ccnc2)c1C,15.0%
Cc1ccc(N(CC(=O)Nc2ccc(Cl)cc2C)S(=O)(=O)c2ccc(F)cc2)cc1,5.0%
Cc1ccc(C2Nc3ccc(C(=O)c4ccccc4)cc3NC3=C2C(=O)CC(C)(C)C3)cc1 (stereo unspecified),26.0%
COc1cc(/C=N/NC(=O)Cc2nnc(N)s2)ccc1OCc1ccc(Cl)cc1Cl,33.0%
COC(=O)C1=CNC=C(C(=O)OC)C1c1cccc(OC)c1OC,13.0%
Cc1cc(C=C2C(=O)c3ccccc3C2=O)c(C)n1-c1cccnc1,4.0%
CC(=O)Nc1ccc(C2=N/C(=C/c3ccc(-c4ccc(C)c(Cl)c4)o3)C(=O)O2)cc1,1.0%

# 6 compounds drawn at random from those above:
SMILES,RNase H inhibition
Cc1cc(C=C2C(=O)c3ccccc3C2=O)c(C)n1-c1cccnc1,4.0%
COC(=O)C1=CNC=C(C(=O)OC)C1c1cccc(OC)c1OC,13.0%
CCC(C)c1ccc(NC(=S)NC(=O)c2cc(OC)c(OC)c(OC)c2)cc1 (stereo unspecified),19.0%
Cc1cccc(OCCCn2ccnc2)c1C,15.0%
Cc1ccc(N(CC(=O)Nc2ccc(Cl)cc2C)S(=O)(=O)c2ccc(F)cc2)cc1,5.0%
Cc1ccc(C2Nc3ccc(C(=O)c4ccccc4)cc3NC3=C2C(=O)CC(C)(C)C3)cc1 (stereo unspecified),26.0%

# The listing continues.
SMILES,RNase H inhibition
O=C(/C=C/Nc1ccc(O)cc1)c1ccc(Br)cc1,14.0%
O=C(c1ccccc1)c1ccc(C(=O)N(CCCCN2C(=O)c3ccccc3C2=O)c2ccc(F)cc2F)cc1,5.0%
COc1ccc(NC(=O)c2ccccc2C(F)(F)F)c(OC)c1,4.0%
Cc1ccc(NC(=O)COc2c(C)cc(Cl)cc2Cl)cc1,14.0%
Nc1ncc(-c2ccc([N+](=O)[O-])cc2)cn1,0.0%
CCCOC(=O)C1=C(C)NC2=C(C(=O)CCC2)C1c1ccc(OC)c(OC)c1OC (stereo unspecified),8.0%
CC1SC(c2ccc(Cl)cc2Cl)NC1=O (stereo unspecified),5.0%
CCCCC(=O)Nc1sc2c(c1C(=O)OCC)CCC(C=O)=C2Cl,10.0%
O=C(Nc1ccc(N2CCOCC2)cc1)c1ccccc1,5.0%
CC(C)(C)c1cc(-n2c(-c3cccc(Br)c3)nc3ccccc32)cc(C(C)(C)C)c1O,9.0%
O=C(Nc1c(C(=O)NCCc2ccccc2)cnn1-c1ccccc1)c1cccc(F)c1,6.0%
COc1ccccc1CNC(=O)CC(C)=O,9.0%
O=C(COc1cccc2ccccc12)NCc1ccco1,8.0%
C/C(=C\C(=O)c1ccc(Cl)cc1)Nc1ccccc1O,9.0%
CC1(C)CC(=O)C2=C(C1)Nc1ccccc1NC2c1cccc(Br)c1 (stereo unspecified),12.0%&5.0%
CCOc1cc(C2C(C(=O)OCc3ccc(OC)cc3)=C(C)NC3=C2C(=O)CCC3)cc(Br)c1O (stereo unspecified),1.0%
C/C(=N\NC(=O)c1cc(C2CC2)[nH]n1)c1ccc(Br)cc1,22.0%
CN1CCCc2c1nc1c(c2N)CCCC1,5.0%
COC(=O)C1=C(C)NC2=C(C(=O)CC(c3cccs3)C2)C1c1ccc(C)o1 (stereo unspecified),9.0%
O=C(Oc1ccc(Cl)cc1Cl)c1ccc(Cl)cc1,17.0%
COc1ccc(C2NC(=S)NC(C)=C2C(=O)Nc2ccccc2)cc1OC (stereo unspecified),0.0%
COc1ccc(/C=C2\SC(=S)N(CCS(=O)(=O)O)C2=O)cc1,0.0%
CC(=O)c1ccc(N2CCN(Cc3c4ccccc4cc4ccccc34)CC2)cc1,0.0%
CCOC(=O)C1CCN(C2=NC(=O)/C(=C\c3ccc(OC)cc3OC)S2)CC1,10.0%
Cc1ccc(NC(=O)C(C)Oc2ccc(Cl)cc2Cl)c([N+](=O)[O-])c1 (stereo unspecified),17.0%
CC(C)(C)c1cc(N2C(=O)C(=O)/C(=C(/O)c3ccc(Cl)cc3)C2c2cccc(F)c2)no1 (stereo unspecified),2.0%
O=C(Nc1ccc(NC(=O)c2ccccc2I)cc1)c1ccccc1Br,5.0%
COc1cc(C(=O)Nc2ccccc2C)cc(OC)c1OC,0.0%
COc1ccc(/C=N/OCC(=O)N2CCN(C(c3ccccc3)c3ccccc3)CC2)cc1OC,45.0%
Cc1cc(Cl)ccc1OC(C)C(=O)N1CCN(c2cccc(Cl)c2)CC1 (stereo unspecified),10.0%
CCCN(CCC)C(=O)CP(=O)(c1ccccc1)c1ccccc1,5.0%
CCN1C(=O)/C(=C\c2ccc(-c3ccc(F)cc3)o2)SC1=S,16.0%
O=c1[nH]c(=O)n(-c2ccccc2)c(O)c1C=Nc1ccc([N+](=O)[O-])cc1,9.0%
COc1ccc(C2CC(=O)C3=C(C2)NC(C)=C(C(=O)OCCOc2ccccc2)C3c2ccc(O)cc2)cc1 (stereo unspecified),12.0%
NC(=O)c1ccccc1NC(=O)C1CC=CCC1C(=O)O (stereo unspecified),14.0%
O=C(CSc1nnc(-c2ccco2)n1-c1ccccc1)CSc1nnc(-c2ccco2)n1-c1ccccc1,20.0%
CC1(C)CC(=O)C2=C(C1)OC1=C(C(=O)CC(C)(C)C1)C2c1ccccc1C(F)(F)F,3.0%
CCCOc1ccc(C(=O)NC(=S)Nc2cccc(OC)c2)cc1,24.0%
COc1cc([N+](=O)[O-])cc2c1N=C(c1ccc(Cl)cc1Cl)NO2,12.0%
CCCOc1ccc(/C=N/NS(=O)(=O)c2ccc(OC)cc2)cc1OC,5.0%
Cc1ccc(NCC(=O)N/N=C\c2cc(Cl)cc(Cl)c2O)cc1,5.0%
COc1ccc(/C=C2/SC(N3CCCCC3)=NC2=O)cc1,19.0%
CCCOC(=O)c1cccc(NC(=O)COc2ccc([N+](=O)[O-])cc2)c1,0.0%
CCOc1ccccc1C(=O)Nc1nc(C)cs1,9.0%
CCOC(=O)C1=C(C)N=c2s/c(=C\c3sccc3C)c(=O)n2C1c1cccs1 (stereo unspecified),6.0%
Cc1ccc(N2CCN(/N=C\c3cccc(Br)c3)CC2)cc1,4.0%
O=C(NN1C(=O)/C(=C/c2ccc(Br)cc2)SC1=S)c1ccccc1O,3.0%
CN(Cc1ccccc1)C(=O)c1ccc([N+](=O)[O-])cc1Cl,4.0%
O=C(N/N=C/c1ccccc1F)c1cccc(Cl)c1,18.0%
C=CCc1cccc(/C=N/NC(=O)c2cc(C34CC5CC(CC(C5)C3)C4)[nH]n2)c1O,19.0%
C/C(=N\NC(=O)c1cc(C)[nH]n1)c1ccc2ccccc2c1,8.0%
CCOc1ccc(NC(=O)c2cccc(F)c2)cc1,2.0%
COC(=O)c1c(N)sc(C(=O)Nc2ccccc2OC)c1C,31.0%
COc1ccc(OC)c(/C=C/C(=O)Nc2cccc(Br)c2)c1,10.0%
Cc1ccc(/C=C/C(=O)O)cc1S(=O)(=O)NCc1ccc2c(c1)OCO2,6.0%
COC(=O)c1ccc(NC(=O)/C(=C\c2ccccc2)NC(=O)c2ccccc2)cc1,14.0%
COc1ccc(OCC(=O)N2CCN(C(=O)COc3ccc(C)cc3)CC2)cc1,0.0%
O=S(=O)(Nc1cccc(C(F)(F)F)c1)c1cc(Cl)ccc1Cl,6.0%
O=C(c1cccc(Cl)c1)N1CCN(c2ccc([N+](=O)[O-])cc2Cl)CC1,9.0%
O=C(N/C(=C/c1ccccc1)C(=O)N1CCCCC1)c1ccccc1,0.0%

# Next part.
SMILES,RNase H inhibition
O=C(NC(NC1CCCCC1)C(Cl)(Cl)Cl)c1cccs1 (stereo unspecified),0.0%
CCN(C(=O)c1ccc([N+](=O)[O-])cc1Cl)c1ccccc1C,8.0%
COc1ccc2c(C)nc(Nc3nc(O)c(C)c(=O)[nH]3)nc2c1,3.0%
Fc1ccc(-c2nnc(Cc3nnc(-c4ccc(F)cc4)o3)o2)cc1,9.0%
COc1ccc(C(=O)NC(=S)Nc2ccc(Br)cn2)cc1OC,21.0%
COc1ccc(-c2csc(N)n2)cc1C,0.0%
CCOc1ccc(-c2cc(C(=O)Nc3cc(C(F)(F)F)ccc3Cl)c3ccccc3n2)cc1,9.0%
Cc1ccc(C(=O)NC(=S)Nc2ccc(C)c(Cl)c2)cc1C,8.0%
O=C(NCc1cccnc1)c1cc2nc3c(c(C(F)(F)F)n2n1)CCc1ccccc1-3,9.0%
Cn1ccnc1-c1ccc(-c2nccn2C)cc1,11.0%
O=C1c2cccc3cccc(c23)C(=O)N1CCSc1nc2sc3c(c2c(=O)[nH]1)CCCC3,10.0%
N#C/C(=C/c1ccc(-c2ccccc2[N+](=O)[O-])o1)C(=O)NCc1ccccc1,27.0%
Cc1ccc(C(=O)N/C(=C/c2ccccc2)C(=O)NCCO)cc1,3.0%
O=C(CC1SC(=O)NC1=O)Nc1ccccc1 (stereo unspecified),0.0%
O=C(NN=C1CCCC1)C(=O)Nc1cccc(Cl)c1,0.0%
O=C(ON1C(=O)c2ccccc2C1=O)c1ccccc1[N+](=O)[O-],0.0%
COc1cc(CN2CCN(CC3CC4C=CC3C4)CC2)cc(OC)c1O (stereo unspecified),5.0%
COc1ccccc1C=Nc1ccc2c(c1)nc(C)n2Cc1ccccc1,5.0%
Cc1ccc(NC(=O)c2c(-c3c(Cl)cccc3Cl)noc2C)c([N+](=O)[O-])c1,16.0%
Cc1nn2c(C(F)(F)F)cc(-c3ccc(Cl)cc3)nc2c1C(=O)O,6.0%
CCOC(=O)/C(=C\c1cccnc1)C(=O)c1cc(C(C)=O)c(Nc2ccccc2)s1,20.0%
O=c1oc(-c2ccco2)nc2ccc(Br)cc12,3.0%
Cc1cc2c(cc1C)CN(c1cccc(C(=O)N/N=C/c3ccc(N(C)C)cc3)c1)C2,47.0%
COC(=O)c1ccc(NC(=O)CC(c2ccccc2)c2ccccc2)cc1,12.0%
N#C/C(=C(/O)c1ccco1)c1nc2ccccc2s1,2.0%
CC(NC(=O)c1ccccc1)C12CC3CC(CC(C3)C1)C2 (stereo unspecified),7.0%
CC(=O)C1C(=O)c2cc([N+](=O)[O-])ccc2C1=Nc1cccc2ccccc12 (stereo unspecified),0.0%
CCCOc1ccc(N2C(=O)CC(N(Cc3ccc(OC)cc3)C(=O)/C=C/C(=O)O)C2=O)cc1 (stereo unspecified),8.0%
Cc1ccccc1S(=O)(=O)Nc1ccc2oc3c(c2c1)CCCC3,16.0%
Cc1ccc2nc(Nc3ccc(C(=O)O)cc3)nc(-c3ccccc3)c2c1,0.0%
Cc1cccc(OCCCN2CCOCC2)c1C,0.0%
CCOC(=O)c1cc2c(=O)n3cc(C)ccc3nc2n(Cc2cccnc2)c1=N,0.0%
Cc1cnn(-c2nc(-c3ccccc3)cc(-c3ccc(F)cc3)n2)c1,5.0%
CC(=O)C1=C(O)C(=O)N(c2nc3ccccc3s2)C1c1ccc(O)cc1 (stereo unspecified),14.0%
C=CCc1cccc(/C=N/NC(=O)c2ccccc2OCC)c1O,10.0%
CC1(C)CC(=O)C=C(NNC(=O)c2ccccc2O)C1,7.0%
COc1ccc(Br)cc1CN1CCN(C(=O)c2cccc(Cl)c2)CC1,16.0%
CCOc1ccc2c(=O)c(-c3ccccc3OC)coc2c1,0.0%
O=c1oc2cc(O)ccc2c2c1CCCC2,10.0%
Cc1ccc(OCCOc2ccc(Cl)cc2/C=C2\SC(N)=NC2=O)cc1,9.0%
O=C(NC1CCCCC1)c1ccc(Br)c(S(=O)(=O)N2CCOCC2)c1,0.0%
COCCOC(=O)c1ccc(NC(=O)COc2ccccc2)cc1,3.0%
O=C(NC1CCSC1=O)c1ccccc1Cl (stereo unspecified),1.0%
O=C(CCN1C(=O)/C(=C/c2ccccc2Cl)SC1=S)Nc1cccc(C(=O)O)c1,15.0%
Cc1ccc(NC2=CC(Nc3ccc(C)cc3)CC2=O)cc1 (stereo unspecified),18.0%
CCOC(=O)c1cc(CC)sc1NC(=O)c1ccc(N2CCN(CC)CC2)c([N+](=O)[O-])c1,7.0%
CCCC(C)C(=O)N(CC)Cc1ccccc1 (stereo unspecified),10.0%
CC1CC(C)CN(C(=O)COc2ccccc2)C1 (stereo unspecified),9.0%

# Source: PubChem BioAssay (MTDP)
